DAX1 inh-1: NR0B1 (DAX1) inhibition. P51843. 340,000 compounds, 0.99% hits. HEK293 Gal4-DAX1 luciferase reporter, luminescence. AID 504766. inhibition, % at 6.75 µM;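 active means inhibition above the mean over all tested compounds plus 3 SD, cut at about 4.2% in these data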;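 further: 0% = DAX1-transfected cells with DMSO and 100% = empty-vector control cells with DMSO; inhibition shows as a rise in luminescence from relieved DAX1 repression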
KLK7 zymogen act: proKLK7 (human) activation, primary screen. 370,000 compounds, 0.9% hits. purified proKLK7, EDANS-DABCYL substrate fluorescence; 100% is mature enzyme control, 0% vehicle. activation, % at 7 µM;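 active means activation above the mean of all tested compounds plus 3 SD, computed per campaign excluding outliers beyond control limits, cut at about 13% in these data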
hcDAF-12 act: activates DAF-12 receptor from parasite H. contortus; HEK293 hcDAF-12 lit1-tk-luc reporter, luminescence; 0% DMSO, 100% Δ7-dafachronic acid; activation, % at 6.8 µM; 370,000 compounds, 1.4% hits; AID 652067;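 active means activation above the mean of all tested compounds plus 3 SD, cut at about 5.5% in these data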;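 further: 100% = response to 3 µM Δ7-dafachronic acid high control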
hgDAF12 agonist: agonists of H. glycines DAF-12 nuclear receptor | HEK293 GAL4-hgDAF12 UAS-luciferase reporter, agonist luminescence; normalized to butyrate control | activation, % at 6.8 µM | 370,000 compounds, 1.8% hits | AID 687014;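 active means activation above a cutoff set at the mean of all screened compounds plus 3 SD, cut at about 10% in these data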;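 further: 0% = DMSO wells and 100% = sodium butyrate wells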
DAX1 inh-2: DAX1 (NR0B1) inhibition, primary screen. HEK293T StAR-luciferase reporter, SF-1/DAX-1 repression relief. AID 652010. inhibition, % at 6.8 µM. 370,000 compounds, 1.1% hits;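 active means inhibition above the mean over all tested compounds plus 3 SD, cut at about 3.6% in these data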;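 further: 0% = DAX-1 cells with DMSO and 100% = cells lacking DAX-1 with DMSO; higher inhibition means more luminescence from relief of DAX-1 repression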
FXN GAA850 act: increases GAA850 frataxin promoter reporter activity; AID 540364; HEK293 lucGAA850 FXN promoter luciferase reporter, 24 h; percent of 10 µM SAHA response; activation, % at 6 µM; 360,000 compounds, 0.56% hits;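 active means activation above the average of all compounds screened plus 3 SD, cutoff fixed separately per campaign, cut at about 7.5% in these data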;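 further: 0% = DMSO wells and 100% = 10 µM SAHA wells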
SMARCA2 act: increases SMARCA2 function in MMTV reporter cells; MG213 cells, MMTV-luciferase reporter, dexamethasone, overnight; activation, % at 9.1 µM; 370,000 compounds, 1% hits; AID 652017; in the data active means activation above about 7.8%;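 further: 0% = vehicle wells and 100% = reference activator wells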
sPLA2-III inh: Inhibits HGIII-sPLA2 liposome hydrolysis, primary screen; Q9NZ20; QFRET BODIPY PC-A2 liposome hydrolysis, fluorescence; inhibition, % at 12.2 µM; 370,000 compounds, 0.56% hits;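 active means inhibition above mean plus 3 SD of compounds lying within the high and low control bounds, cut at about 19% in these data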;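 further: 0% = median of test compound wells and 100% = no enzyme DMSO wells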
GC-B act: GC-B (human) receptor activation; P20594; 370,000 compounds, 0.11% hits; activation, % at 10 µM; AID 1920062; HEK293-GC-B cells, CNP EC30, cGMP TR-FRET; 0% at EC30 CNP, 100% saturating CNP;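 active means activation at 10 µM reaching about 35% in either raw or pattern-adjusted values, limit read from the data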
Target sequence (P20594 whole entry, looked up): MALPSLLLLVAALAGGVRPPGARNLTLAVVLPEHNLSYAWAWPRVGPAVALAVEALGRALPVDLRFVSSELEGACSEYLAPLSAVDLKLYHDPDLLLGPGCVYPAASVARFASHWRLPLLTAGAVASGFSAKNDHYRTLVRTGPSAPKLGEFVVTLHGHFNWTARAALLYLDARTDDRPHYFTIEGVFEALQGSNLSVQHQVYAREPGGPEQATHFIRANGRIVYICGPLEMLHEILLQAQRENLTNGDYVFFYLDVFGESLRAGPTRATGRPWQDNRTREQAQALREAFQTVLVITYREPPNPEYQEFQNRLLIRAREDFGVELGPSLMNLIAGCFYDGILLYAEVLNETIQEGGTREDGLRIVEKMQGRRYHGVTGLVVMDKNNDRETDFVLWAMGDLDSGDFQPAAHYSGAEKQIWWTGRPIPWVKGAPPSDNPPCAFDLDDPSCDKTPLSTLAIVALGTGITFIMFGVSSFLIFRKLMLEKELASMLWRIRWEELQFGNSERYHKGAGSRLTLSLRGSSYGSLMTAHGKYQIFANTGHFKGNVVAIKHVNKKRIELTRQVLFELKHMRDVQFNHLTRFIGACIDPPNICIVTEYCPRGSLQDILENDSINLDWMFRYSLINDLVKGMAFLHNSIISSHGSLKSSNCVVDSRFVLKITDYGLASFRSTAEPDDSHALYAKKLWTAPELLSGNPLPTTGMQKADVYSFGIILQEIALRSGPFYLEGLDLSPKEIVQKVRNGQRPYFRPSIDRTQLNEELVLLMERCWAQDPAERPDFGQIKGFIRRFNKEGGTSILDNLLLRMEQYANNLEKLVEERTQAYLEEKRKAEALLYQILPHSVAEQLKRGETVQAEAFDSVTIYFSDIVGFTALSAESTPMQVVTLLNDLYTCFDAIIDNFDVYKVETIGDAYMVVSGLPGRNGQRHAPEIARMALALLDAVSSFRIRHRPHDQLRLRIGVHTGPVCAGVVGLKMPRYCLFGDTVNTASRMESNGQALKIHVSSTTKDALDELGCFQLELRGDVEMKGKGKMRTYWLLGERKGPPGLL
ssDAF12 agonist: activators of S. stercoralis DAF-12 nuclear receptor; HEK293 ssDAF-12/GRIP1 lit1-tk-luc reporter, luminescence; % of 3 µM dafachronic acid response; activation, % at 6.8 µM; 370,000 compounds, 1% hits;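 active means activation above the mean over all tested compounds plus 3 SD, cut at about 0.9% in these data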;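 further: 0% = DMSO-only wells and 100% = 3 µM delta7-dafachronic acid wells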
GC-A act: GC-A (human) enzyme activation | HEK293 GC-A cells, cGMP TR-FRET, EC30 ANP; 0% at EC30 ANP, 100% saturating ANP | 370,000 compounds, 0.14% hits | P16066 | activation, % at 10 µM; in the data active means activation above about 40%
Active calls of the source: *; / = no result given. Not a hit list; overall some 6.7% were active at least once.

SMILES	DAX1 inh-1	KLK7 zymogen act	hcDAF-12 act	hgDAF12 agonist	DAX1 inh-2	FXN GAA850 act	SMARCA2 act	sPLA2-III inh	GC-B act	ssDAF12 agonist	GC-A act
O=[N+]([O-])c1ccc2c(c1)c1ccccc1n2CCO	/	-0.2	0.5	-1.7	-0.6	1.0	-3	0	14	-0.9	7
F[B-](F)(F)COc1ccccc1	-0.4	0.3	-1.4	-0.9	-1.3	3.8	-3	7	2	-0.8	4
Cc1cc(=O)[nH]c(SCC(=O)Nc2ccc(Br)cc2)c1C#N	0.2	1.0	-0.3	-0.3	-1.3	0.0	-4	-13	-7	-1.2	-3
CC(C)CCN(C(=O)CNC(=O)c1cccs1)C(C(=O)NC1CCCCC1)c1cccnc1 (configuration not stated)	3.0	-0.5	1.6	-0.6	-0.1	3.9	1	-5	-4	-1.1	-4
COc1ccc(C2C(C(=O)Nc3ccc(Cl)cc3)CCC(=O)N2c2ccc(OC)cc2)cc1 (configuration not stated)	/	0.0	-3.0	-4.2	-1.3	/	-1	-23	-4	-1.6	0
CC(C)N=Cc1c(O)[nH]c2ccccc12	0.5	0.0	1.1	1.7	0.1	2.2	-2	9	0	-0.6	-1
CC(=O)Nc1ccc(S(=O)(=O)Nc2ccccc2N2CCOCC2)cc1Cl	-0.8	0.0	-1.0	-1.9	0.1	-0.1	-1	3	6	-1.1	-2
COC(=O)C1=C(CS(=O)(=O)c2cc(Cl)ccc2OC)NC(=O)NC1c1ccc(O)c(OC)c1 (configuration not stated)	1.4	0.4	-0.7	-1.3	0.1	0.2	-3	-2	2	-0.6	0
CCC(C)NC(=O)C1(O)c2ccccc2NC(=O)N1c1ccc(C)c(C)c1 (configuration not stated)	-0.9	-0.9	0.9	-2.8	0.5	-2.9	-3	5	3	-1.5	-5
COc1ccc(S(=O)(=O)Oc2cc(C(=S)N3CCOCC3)ccc2OC)cc1	0.8	0.4	-1.0	-2.9	-0.2	0.2	1	4	0	-0.9	-3
S=C(NCCc1ccccc1)N1CCn2cccc2C1c1cccnc1 (configuration not stated)	-1.1	-0.1	-2.1	-3.8	0.1	-1.1	-2	-3	-4	-1.3	-4
Cc1ccc(C2CC(=O)c3cnc(N4CCc5ccccc5C4)nc3C2)cc1 (configuration not stated)	2.3	0.7	0.7	0.3	0.1	0.1	2	1	-3	-0.6	0
CCCCNC(=O)C(=O)N/N=C/c1cccc(Br)c1	-1.0	-0.9	-0.8	0.3	-0.4	-0.8	2	-7	-2	-1.3	1
CCCCOC(=O)CCCc1ccc([N+](=O)[O-])cc1[N+](=O)[O-]	-0.3	-0.1	-0.6	-1.5	-0.2	0.4	-4	1	-5	0.8	1
CC(C)CN1CCNC(=O)C1CC(=O)NCCCN1CCCc2ccccc21 (configuration not stated)	0.3	0.8	0.5	2.7	0.1	2.8	-1	1	3	-0.3	-1
O=S1(=O)c2c(cccc2N2CCSCC2)Oc2ccccc2CN1Cc1cn(Cc2ccc(Cl)cc2)nn1	/	-3.1	-2.4	-4.1	-3.4	/	-2	-2	0	-1.4	1
CC1CCCCC1NC(=O)CSc1ccsc1[N+](=O)[O-] (configuration not stated)	-0.1	0.4	-1.5	1.9	-0.4	-0.4	0	-1	7	-0.6	-1
COc1ccc(CCNC(=O)C(C(=O)c2ccccc2)n2cc(Cl)ccc2=O)cc1OC (configuration not stated)	1.7	-0.3	-0.9	1.9	-0.1	0.8	0	-1	3	-1.9	2
O=C(O)CSc1cnc2ccccc2n1	-0.2	0.0	2.0	0.3	0.2	-0.7	0	3	-9	0.2	5
COc1ccc2c(COC(=O)[C@H](C)NS(=O)(=O)c3ccccc3F)cc(=O)oc2c1	0.4	3.8	-0.3	0.9	-0.4	1.9	-2	-10	2	-0.7	0
Cc1ccccc1CSc1nnc(-c2cccnc2)n1N	0.4	-0.3	0.8	2.3	0.0	-0.9	3	2	0	-1.0	1
Cc1ccc(-c2cn(-c3ccccc3F)c(=S)[nH]2)cc1	4.4*	-0.5	3.3	11*	1.2	5.0	0	27*	-2	0.6	0
O=C(Nc1ccc(Cl)c(Cl)c1)Nc1ccccn1	3.6	-0.5	-0.2	6.9	0.4	5.3	2	2	-1	0.5	4
CS(=O)(=O)N(Cc1cccc(CN(C(C(=O)O)c2ccccc2)S(C)(=O)=O)c1)C(C(=O)O)c1ccccc1 (configuration not stated)	0.6	0.1	-0.4	1.1	0.3	-0.7	2	-1	6	-1.2	2
O=C1CCCC(O)=C1N=Nc1cccc(S(=O)(=O)N2CCOCC2)c1	1.5	-0.4	0.4	-3.0	-0.2	-0.1	0	1	0	-1.6	6
CCCCCn1c(=O)[nH]c2cc(C(=O)NCCCN3CCCCC3)ccc2c1=O	0.5	-5.4	1.0	-0.2	1.9	1.8	-3	-5	-5	-0.7	1
Cc1ccccc1N1CCN(c2ccccc2NC(=O)/C=C\C(=O)O)CC1	-0.2	-0.8	3.6	0.9	-0.3	1.1	-1	-2	0	-0.2	8
COc1cccc(Nc2nnc(Cc3cccnc3)c3ccccc23)c1	0.5	-0.2	-1.8	-1.3	-0.1	-1.4	-2	3	2	-1.7	-14
O=C(NCc1ccccc1)[C@H]1CCCN1C(=O)[C@H]1CCCN1C(=O)c1ccc(Cl)cc1	/	-0.3	-0.5	-0.2	-0.9	/	-4	22*	2	-1.0	-1
COC(=O)c1cn(-c2nc(C)c3c(n2)CCC3)nn1	2.6	0.3	-1.5	-0.1	0.4	-1.2	-4	8	-1	-0.9	-2
COc1cc(C2=NOC(C(=O)Nc3ccc4c(c3)OCO4)C2)cc(OC)c1OC (configuration not stated)	-0.1	0.9	-0.4	1.3	-0.1	-1.3	1	2	-5	-0.9	2
COc1ccc(N2C(=O)CC2(/C=C/c2ccccc2OC)C(=O)NC2CCCC2)cc1 (configuration not stated)	0.4	-0.4	-2.5	-2.8	-0.5	-2.3	-3	-19	-1	-0.8	-9
CCc1ccc(CNCCNC(=O)c2ccco2)cc1	-0.2	-0.3	1.6	15*	5.8*	3.1	7	-12	-9	0.4	2
O=C(NC(=S)Nc1ccccn1)c1cccc([N+](=O)[O-])c1	3.5	0.1	4.4	4.3	0.7	1.1	8.8*	8	2	-0.6	0
O=C(Nc1nc2ccc(S(=O)(=O)N3CCCC3)cc2s1)C1CCCO1 (configuration not stated)	-1.0	1.1	0.3	0.0	-1.0	-0.4	-3	-2	1	-0.3	0
Cc1cc2c(cc1S(=O)(=O)NCCc1ccc(Cl)cc1)OCC(=O)N2	-0.6	-0.4	-1.4	-1.7	0.4	-2.2	-3	-25	-2	-0.8	-1
COc1ccc(NC(=O)CSc2ccc3nnc(-c4ccccn4)n3n2)cc1OC	-0.2	0.3	2.1	0.8	0.1	-1.9	-1	5	-5	-0.7	1
CC1(C)CC(=O)C2=C(C1)c1c(ccc3ccccc13)NC2c1ccc(OCC(=O)O)cc1 (configuration not stated)	0.0	36*	3.3	0.7	0.0	-1.4	-3	-10	4	-0.5	-2
CN(CCc1ccccc1)C(=O)c1ccc(NC(=O)Cc2ccc(NC(=O)C3CCN(S(=O)(=O)c4cccc([N+](=O)[O-])c4)CC3)cc2)cc1	-1.3	0.5	-2.5	-5.2	-3.2	-0.6	-6	-15	3	-2.0	4
CCN(CC(=O)Nc1ccc(NC(C)=O)cc1)C(=O)c1cc(C)on1	0.8	-0.1	0.1	0.0	0.9	-0.1	-1	1	-2	-1.2	-2
O=C(O)/C(=C\c1cccc([N+](=O)[O-])c1)c1ccc(S(=O)(=O)N2CCCCC2)s1	-1.1	0.7	-0.7	0.1	0.0	0.2	5	-6	-5	-1.5	2
CC(/C=C1\SC(=S)N(C(C(=O)O)C(C)C)C1=O)=C\c1ccccc1 (configuration not stated)	0.7	0.5	3.7	-0.2	1.1	2.2	-2	-12	-5	0.4	-2
CCOCCCNC(=S)Nc1cc(OCC)c(NC(=O)c2ccco2)cc1OCC	0.5	-0.7	-0.9	0.2	0.1	1.4	2	4	-3	-1.4	1
CN(C)S(=O)(=O)c1ccc(N2CCCC2)c(C(=O)N2CCN(S(=O)(=O)c3ccc(F)c(F)c3)CC2)c1	0.6	0.6	-1.1	-0.4	0.6	2.6	-1	-14	5	-1.0	0
CC(=O)c1ccc(NS(=O)(=O)c2ccc3c(c2)CCC(=O)N3)cc1	0.9	0.2	-0.2	-2.1	-0.6	-0.1	-1	6	0	-0.6	-1
COc1cc(Cn2cnnn2)ccc1O	0.1	-0.5	0.2	0.0	0.0	-2.7	0	-1	-5	-0.9	1
COc1ccc(NS(=O)(=O)c2ccc(NC(C)=O)cc2)nn1	/	0.0	0.8	-2.7	-0.2	1.0	-3	2	1	-1.5	0
Cc1ccc(NC(=O)CN(C)S(=O)(=O)c2cccc3nsnc23)cc1C	0.2	0.1	0.9	-0.9	0.6	0.9	-7	2	11	-1.1	0
Cc1ccc(S(=O)(=O)NCC(=O)OCCOc2ccccc2F)cc1	0.1	-0.6	1.8	5.6	-1.0	0.3	-1	-13	4	-0.1	0
CC1CCC2(CC1)NC(=O)N(CC(=O)NC(C)c1ccc(F)c(F)c1)C2=O (configuration not stated)	0.1	-0.1	-0.9	0.4	-1.2	-0.3	-1	11	-3	-0.7	-2
O=C(NCCCN1CCOCC1)c1cc2ccccc2o1	-0.2	0.5	0.9	-0.8	2.0	2.7	-3	9	-1	-0.1	1
O=C(Nc1ccccc1)NC1CCN(Cc2nnnn2C2CCCCC2)CC1	-0.7	0.3	-1.6	-4.4	-1.1	-0.1	-2	-6	-4	-1.8	6
CC(=O)Nc1ccc(NC(=O)COc2ccc(S(=O)(=O)N3CCCC3)cc2C)cc1	-0.1	0.4	-2.5	-1.9	-0.6	-0.6	0	-1	0	-1.7	0
COc1ccccc1CNC(=S)NCc1ccc(Cl)cc1	0.7	0.2	-1.2	-2.9	-0.5	-0.4	-2	-3	-2	-1.2	-6
S=C(Nc1ccc(Cl)cc1)Nc1ccc2c(c1)OCCO2	1.1	0.2	2.3	9.5	0.7	3.9	2	6	-8	0.6	4
OC(c1ccc2ccccc2n1)c1c(Cl)cccc1Cl (configuration not stated)	-0.9	-0.5	0.8	0.1	-3.7	2.4	-5	8	-2	-0.7	-2
Cc1cc2ncn(C(=O)N3CCOCC3)c2cc1C	1.0	0.2	-1.7	2.8	0.1	1.3	-2	-3	-1	-1.2	-1

3 structures already listed, sorted by molecular weight, smallest number first:
SMILES	DAX1 inh-1	KLK7 zymogen act	hcDAF-12 act	hgDAF12 agonist	DAX1 inh-2	FXN GAA850 act	SMARCA2 act	sPLA2-III inh	GC-B act	ssDAF12 agonist	GC-A act
COc1cc(Cn2cnnn2)ccc1O	0.1	-0.5	0.2	0.0	0.0	-2.7	0	-1	-5	-0.9	1
S=C(Nc1ccc(Cl)cc1)Nc1ccc2c(c1)OCCO2	1.1	0.2	2.3	9.5	0.7	3.9	2	6	-8	0.6	4
O=C(Nc1ccccc1)NC1CCN(Cc2nnnn2C2CCCCC2)CC1	-0.7	0.3	-1.6	-4.4	-1.1	-0.1	-2	-6	-4	-1.8	6
